Screens deposited in PubChem by several laboratories.
DTT redox prof – compounds producing H2O2 with reducing agent – biochemical, NIH compound library profiling, artefact control for MLSCN library redox annotation, primary screen. DTT-dependent redox cycling H2O2, phenol red/HRP absorbance; 100% = 100 µM peroxide control, 0% = buffer. activation, % at 10 µM. 200,000 compounds, 0.03% hits. AID 878;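 active = activation of at least 50% relative to the plate's high and low controls in the primary single-dose screen; inactive = activation below 50%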;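 also: compound incubated with DTT at 0.8 mM final as the reducing agent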
TR-FRET SRC-2 ct – TR-FRET artefact, counter-screen to PPARgamma/SRC-2 agonist assay. stronger effect = higher value. TR-FRET ratio at 8 µM. 200,000 compounds, 0.4% hits; in the data active = TR-FRET ratio above about 2000; also: inactives centre near 1500; reference of the scale not given here
bIAP activator – intestinal alkaline phosphatase (bovine) activation; activation factor at 20 µM; 200,000 compounds, 0.17% hits; purified bovine IAP, CDP-star luminescence, 30 min; stronger effect = higher value; fold of DMSO-control signal, blank-subtracted;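 active = activation factor of 2 or more at 20 µM, a signal rise over negative controls twice the positive control's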
ROMK mod – modulates human ROMK potassium channel activity. B-score at 10 µM. Tet-inducible ROMK, thallium flux fluorescence; actives lie on both sides. 130,000 compounds, 2% hits. P48048;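 active = signal ratio slope over the read window, or its plate-corrected B-score, at least 3 SD from the plate mean, either direction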;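 also: B-score of the F/F0 ratio slope over 7 to 12 s after thallium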
Target sequence (P48048 whole entry, looked up): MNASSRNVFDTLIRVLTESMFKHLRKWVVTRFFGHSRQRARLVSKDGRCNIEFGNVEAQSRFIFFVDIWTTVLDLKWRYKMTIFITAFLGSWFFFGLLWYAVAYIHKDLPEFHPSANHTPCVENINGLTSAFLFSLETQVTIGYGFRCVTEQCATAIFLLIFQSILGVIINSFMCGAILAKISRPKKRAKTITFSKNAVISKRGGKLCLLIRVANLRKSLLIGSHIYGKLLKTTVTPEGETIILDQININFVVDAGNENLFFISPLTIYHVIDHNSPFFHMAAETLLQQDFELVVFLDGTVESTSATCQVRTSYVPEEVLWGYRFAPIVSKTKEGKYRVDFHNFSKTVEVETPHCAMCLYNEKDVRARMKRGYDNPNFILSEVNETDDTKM
PPARg SRC-2 ag – agonists of SRC-2 recruitment by human PPARgamma; PPARgamma LBD-SRC-2 recruitment, biochemical; 200,000 compounds, 0.34% hits; P37231; activation, % at 8 µM; in the data active = activation above about 22%;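 also: 0% = vehicle and 100% = reference agonist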
Target sequence (P37231 whole entry, looked up, the tested form may be a part): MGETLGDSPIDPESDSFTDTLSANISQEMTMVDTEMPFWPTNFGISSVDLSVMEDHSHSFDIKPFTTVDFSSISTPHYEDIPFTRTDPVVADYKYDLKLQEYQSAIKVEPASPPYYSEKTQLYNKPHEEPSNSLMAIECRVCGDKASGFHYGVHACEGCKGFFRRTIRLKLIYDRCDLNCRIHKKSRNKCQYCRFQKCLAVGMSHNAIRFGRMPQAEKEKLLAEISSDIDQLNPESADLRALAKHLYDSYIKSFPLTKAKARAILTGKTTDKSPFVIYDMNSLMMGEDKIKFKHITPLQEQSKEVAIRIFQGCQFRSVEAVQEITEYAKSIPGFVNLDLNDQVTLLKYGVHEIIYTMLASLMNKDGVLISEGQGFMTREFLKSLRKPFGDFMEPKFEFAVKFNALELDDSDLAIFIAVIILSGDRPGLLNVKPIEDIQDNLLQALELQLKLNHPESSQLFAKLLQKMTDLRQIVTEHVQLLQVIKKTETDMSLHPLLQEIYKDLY
S1P3 antag – antagonists of human S1P3 receptor; Q99500; CHO S1P3 NFAT-BLA reporter, FRET fluorescence, antagonist mode; inhibition, % at 4.98 µM; 170,000 compounds, 0.27% hits; AID 485;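 active = inhibition above the plate cutoff, the mean inhibition of test wells on that plate plus 3 SD, cut at about 28% in these data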;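 also: cells challenged with S1P at its EC80 of 0.8 µM; blue over green emission ratio from cleaved BLA substrate after 4 h stimulation; 0% = S1P-stimulated wells and 100% = unstimulated DMSO-only wells; some compounds past the cut are filed as inactive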
PPARg SRC-1 ag – PPARgamma-driven SRC-1 recruitment agonism; AID 631; 200,000 compounds, 0.41% hits; PPARgamma-SRC-1 coactivator recruitment biochemical assay; activation, % at 8 µM; in the data active = activation above about 19%;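 also: 0% = DMSO and 100% = reference agonist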
TLR4 MyD88 comp – blocks binding of human TLR4 to MyD88 | 200,000 compounds, 0.18% hits | HeLa CL3-4 TLR4/MyD88 BLA complementation, FRET ratio | inhibition, % at 8.4 µM | AID 861 | O00206+Q99836; in the data active = inhibition above about 25%;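 also: 0% = vehicle and 100% = reference inhibitor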
Lmaj promast – inhibitors of Leishmania major promastigote growth; inhibition, % at 10 µM; Leishmania major promastigotes, resazurin fluorescence viability; 200,000 compounds, 9% hits; AID 1063; in the data active = inhibition above about 50%;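 also: promastigotes grown with compound for 44 hours at 28 °C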
PPARg SRC-3 ag – PPARgamma-driven SRC-3 recruitment agonism | P37231 | biochemical PPARgamma/SRC-3 coactivator recruitment assay | activation, % at 8 µM | 200,000 compounds, 0.26% hits | AID 731; in the data active = activation above about 23%;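 also: 0% = DMSO and 100% = reference agonist; some compounds past the cut are filed as inactive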
bIAP inhibitor – blocks bovine intestinal alkaline phosphatase activity; purified bovine IAP, CDP-star luminescence, 30 min; inhibition, % at 20 µM; 190,000 tested, under 10 active; AID 1019;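 active = over 50% inhibition of intestinal alkaline phosphatase at 20 µM in the single-dose screen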
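Incubation: 30 min reaction at room temperature / Material: purified bovine intestinal alkaline phosphatase (IAP) enzyme / Input: enzyme at 1/65,000,000 dilution / Dosing: 20 µM single dose / Signal: CDP-star luminescence signal / Reagent: CDP-star chemiluminescent phosphatase substrate, 30 µM final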
* hit, by the source's call; · = not tested or not shown.

SMILES	DTT redox prof	TR-FRET SRC-2 ct	bIAP activator	ROMK mod	PPARg SRC-2 ag	S1P3 antag	PPARg SRC-1 ag	TLR4 MyD88 comp	Lmaj promast	PPARg SRC-3 ag	bIAP inhibitor
COc1cccc(C(c2sc3nc(C)nn3c2O)N2CCN(c3ccccc3F)CC2)c1 (stereo not drawn)	-1.3	1425	0.9	·	-3	4	-1	5	2	-2	8
COC(=O)c1ccc(/C=N/Nc2nc(-c3ccc(Cl)cc3Cl)cs2)cc1	-0.6	1590	0.9	-0.59	-5	1	4	12	-2	0	13
CCOc1ccc(N2C(=O)CC(NC3CCCCNC3=O)C2=O)cc1 (stereo not drawn)	0.8	1566	1.3	-0.28	3	·	5	5	-7	0	-30
O=C1C=C(c2ccccc2)CC(c2cccs2)C1n1cnc([N+](=O)[O-])c1 (stereo not drawn)	0.8	1638	0.9	·	13	·	3	4	-1	12	9
OCCC1CN(Cc2nc(-c3ccccc3)cs2)CCN1CCc1ccccc1 (stereo not drawn)	-1.1	1447	1.1	-3.2	0	0	-4	1	87*	0	-11
Cn1nnnc1SCC(=O)Nc1nc2ccccc2s1	-1.3	1410	1	-0.46	-8	-5	0	6	-3	-4	1
O=C(c1cccnc1)N1CCc2ccccc21	2.8	1495	0.9	·	-3	-26	-9	5	7	3	9
Cc1ccc(CCNC(=O)CNC(=O)c2cccs2)cc1	-2.1	1652	1	-0.62	4	8	6	14	9	2	1
C#CCOCCOCCOCCNc1nc(N2CCOCC2)nc(N2CCN(C(=O)Cn3cc(CC(C)O)nn3)CC2)n1 (stereo not drawn)	0.3	1324	1.1	-1.1	-4	-12	-4	3	-4	-2	-9
COC(=O)c1sc(N2C(=O)C(=O)/C(=C(/O)c3ccccc3)C2c2ccco2)nc1C (stereo not drawn)	0.1	1934	0.9	-0.87	14	-18	9	-5	-5	6	8
COc1ccc(CCNC(=S)Nc2cc(C)ccc2C)cc1	0.0	1673	0.7	-0.59	9	·	5	1	9	5	31
Oc1ccc(N2CCN(C(c3cccs3)c3nnnn3CCc3ccccc3)CC2)cc1 (stereo not drawn)	-3.2	1551	0.9	0.77	5	-3	-4	-3	100*	4	13
CCC(C(=O)OCC(=O)c1ccc2c(c1)NC(=O)CO2)c1ccccc1 (stereo not drawn)	-0.3	1654	0.9	0.44	2	-7	0	-15	7	3	5
Cc1ccc(NC(=O)CN(C)CC(=O)Nc2cccc(F)c2)cc1S(=O)(=O)N1CCCCCC1	-0.4	1650	1.3	-0.11	-9	-17	8	4	21	-1	-29
C=CCn1c(SCC(=O)NC2CCCCC2)nnc1C(C)NC(=O)c1cccs1 (stereo not drawn)	-3.0	1494	1	0.16	5	-10	3	1	4	-14	2
Cc1ccc(N2CN=c3s/c(=C\c4ccccn4)c(=O)n3C2)cc1	0.2	1314	0.9	·	-4	14	0	1	-4	-4	13
Cc1ccc(-c2ccnc3nc(-n4cccc4)nn23)o1	-0.3	1607	1.2	0.16	-3	-1	8	-24	4	3	-16
CC(C)c1ccc(/C=C/C(=O)NNC(=O)c2cccnc2)cc1	1.3	1629	1.2	0.25	5	·	10	-18	-1	-5	-22
COc1ccccc1CCNC(=O)CCn1c(=O)oc2ccccc21	-0.9	1439	0.9	·	-2	·	2	-8	-4	10	7
Cc1ccc(/C=C/C(=O)c2ccccc(=O)c2O)c(C)c1	1.4	1755	0.9	-0.77	4	-11	5	-12	81*	3	6
Cc1ccc(S(=O)(=O)CCC(=O)N2CCc3ccccc32)cc1	-0.2	1672	0.8	-0.99	4	·	1	7	0	11	20
COc1ccc(NC(=O)CSc2ccc(NC(C)=O)cc2)cc1S(=O)(=O)N1CCCCC1	-0.4	1674	1	-0.4	9	-4	1	-2	5	2	-1
CC(=O)Nc1ccc2nc(SCC(=O)O)sc2c1	0.6	1621	1	·	2	-11	3	0	3	3	4
COc1cc2[nH]c(=S)nc(NC3CCCC3)c2cc1OC	0.1	1560	1.2	0.38	2	-6	1	-13	5	1	-21
CNc1ccccc1C(=O)OCC(=O)c1ccc(F)cc1	-0.1	1500	0.9	0.56	-4	-12	6	-32	-2	-5	14
COC(=O)c1ccc(CNC(=O)COC(=O)C2CC3C=CC2C3)cc1 (stereo not drawn)	-0.4	1449	1.2	0.75	-5	-14	2	10	-5	-1	-20
COc1ccc(-c2csc(N=C(N)N)n2)cc1	-1.2	1643	0.8	-1.5	7	-16	12	-14	60*	5	16
O=C(OCc1ccc(Br)cc1)c1cccc(-c2nnc(-c3ccccc3)o2)c1	1.4	1506	1	·	5	-5	6	-6	-7	1	0
COCc1nnc(NC(=O)c2cc(OC)c(OC)cc2[N+](=O)[O-])s1	-0.4	1705	0.9	1.1	14	-8	6	-10	-6	0	5
NC(=O)Nc1ccc(C(=O)OCC(=O)Nc2ccc([N+](=O)[O-])cc2C(F)(F)F)cc1	·	1482	0.8	0.54	3	-13	-10	-8	49	0	16
O=C(O)c1cccc(S(=O)(=O)N2CCOCC2)c1	3.0	1645	0.8	·	6	-10	2	2	-4	-3	23
O=C(CSc1ccc(Cl)cc1)Nc1cccc(NC(=O)c2ccco2)c1	-2.8	1462	0.9	-0.27	2	·	-7	4	97*	2	13
Cc1cccc(NC(=O)C(=O)NCC2CCCO2)c1 (stereo not drawn)	0.0	1417	1	-0.17	-4	1	-9	-8	-5	1	-5
Cn1cc(C(=O)c2cccc(Cl)c2)cc1/C=N\O	-1.7	1448	1.1	-1.9	-3	-6	0	-7	15	-6	-6
Cc1ccc(C(=O)Nc2cccc([N+](=O)[O-])c2)cc1S(=O)(=O)Nc1ccc(NC(=O)c2ccccc2)cc1	0.2	1690	0.9	·	-7	-3	1	-3	62*	4	9
Cc1ccc(S(=O)(=O)NCCNC(=O)N2CCOCC2)cc1	0.4	1701	0.9	0.53	6	·	1	0	-3	2	13
CC(=O)Nc1ccc(NC(=O)c2sc3nc4n(c(=O)c3c2C)CCCCC4)cc1	0.0	1854	1.1	-0.56	3	-1	8	-4	2	8	-10
CSCC(=O)N1CCCC(CNC(=O)c2ccccc2Cl)C1 (stereo not drawn)	-0.3	1421	1	0.092	-5	-25	0	-1	-5	0	-1
CCN(CCCNC(=O)c1[nH]c(C)c(C(C)=O)c1C)c1cccc(C)c1	-2.7	1576	1	·	7	30	10	8	17	0	-2
O=C(Nc1ccc(F)cc1)N1CCc2ccccc2C1	8.9	1382	0.9	0.028	-9	-6	0	5	-6	-2	9
Fc1ccccc1NC(=S)Nc1ccc(Br)cc1	3.9	1426	0.9	·	-8	2	1	-16	7	1	8
O=C(Nn1cnnc1)c1ccc([N+](=O)[O-])cc1	-0.1	1666	0.9	·	9	-7	-5	19	-11	4	10
CCOc1ccccc1NC(=S)NCCCn1ccnc1	-1.5	1567	0.7	-0.18	6	-16	4	-6	3	0	27
Cc1ccc2c(c1)-c1c(cnn1CC(=O)N1CCCN(Cc3ccccc3F)C1)CO2	-2.0	1694	1	·	3	-12	8	-1	4	10	-3
Cc1cc(N2C(=O)C(=O)/C(=C(/O)c3ccccc3)C2c2cccs2)no1 (stereo not drawn)	3.5	1586	1	-1.4	2	·	10	-3	-9	-1	4
O=C(CSc1nnc(-c2ccco2)o1)N1CCOCC1	1.9	1530	1	0.95	6	-15	3	-3	-8	-1	0
O=C1CCCc2c1[nH]c1ccc(Cl)cc21	0.0	1519	0.9	·	10	·	2	-2	0	1	12
O=C(CN1CCN(C(c2ccccc2)c2ccccc2)CC1)NCc1ccccc1	-0.1	1403	1.1	-1.3	-8	-21	-12	4	36	3	-11
Cc1ccc(C(=O)c2ccccc2C(=O)OCC(=O)NCCc2ccc(Cl)cc2Cl)cc1	-0.6	1672	1	-0.43	9	-5	2	-1	5	2	-2
C=CCNCc1cccn1-c1sc2c(c1C#N)CCCC2	-0.1	1346	0.9	-0.77	-3	·	2	1	15	-3	12
CCCCN1C(=O)/C(=C/C=C2\SCCN2C)SC1=S	0.5	1661	0.7	-3.3*	3	-14	2	-1	4	2	28
COCCCn1c(C)csc1=Nc1cccnc1	-0.1	1515	0.9	0.0014	3	-12	-4	3	4	-1	10

Records listed so far printed as active in ROMK mod.
compound	DTT redox prof	bIAP activator	ROMK mod	PPARg SRC-2 ag	S1P3 antag	PPARg SRC-1 ag	TLR4 MyD88 comp	PPARg SRC-3 ag	bIAP inhibitor
CCCCN1C(=O)/C(=C/C=C2\SCCN2C)SC1=S	0.5	0.7	-3.3*	3	-14	2	-1	2	28

Single records (already shown). Screens in order: DTT redox prof, TR-FRET SRC-2 ct, bIAP activator, ROMK mod, PPARg SRC-2 ag, S1P3 antag, PPARg SRC-1 ag, TLR4 MyD88 comp, Lmaj promast, PPARg SRC-3 ag, bIAP inhibitor
`O=C(CN1CCN(C(c2ccccc2)c2ccccc2)CC1)NCc1ccccc1` is listed with -0.1, 1403, 1.1, -1.3, -8, -21, -12, 4, 36, 3, -11
`O=C1CCCc2c1[nH]c1ccc(Cl)cc21` is listed with 0.0, 1519, 0.9, ·, 10, ·, 2, -2, 0, 1, 12
`O=C(CSc1nnc(-c2ccco2)o1)N1CCOCC1` is listed with 1.9, 1530, 1, 0.95, 6, -15, 3, -3, -8, -1, 0
`CCCCN1C(=O)/C(=C/C=C2\SCCN2C)SC1=S` is listed with 0.5, 1661, 0.7, -3.3*, 3, -14, 2, -1, 4, 2, 28
`CCOc1ccccc1NC(=S)NCCCn1ccnc1` is listed with -1.5, 1567, 0.7, -0.18, 6, -16, 4, -6, 3, 0, 27
